Bioassay records: PubChem, Sanford-Burnham Center for Chemical Genomics
697 NFkB inh = lowers PMA/ionomycin-induced NF-kB signal in 697 B cells. 697 B-cell NF-kB luciferase reporter, 16 h. inhibition, % at 4 µM. 330,000 tested, 0.33% active. AID 435022; in the data active = inhibition above about 35%
tim23-1 inh = growth inhibitors of tim23-1 mutant yeast. S. cerevisiae tim23-1 growth, BacTiter-Glo luminescence, 24 h. inhibition, % at 20 µM. 330,000 tested, 1.3% active;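 active = growth inhibition of the mutant yeast at or above 50%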;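 note: temperature-sensitive mutant grown at 25 °C; plate controls were DMSO-treated mutant yeast for no effect and medium wells lacking yeast for full effect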
Jurkat NFkB inh = inhibitors of the PMA/ionomycin-induced NF-kB reporter in Jurkat cells; 330,000 tested, 0.53% active; PMA/ionomycin-induced NF-kB luciferase reporter, luminescence; inhibition, % at 4 µM; in the data active = inhibition above about 50%
APJ antag = blocks the human apelin receptor APJ. CHO-K1 APJ beta-arrestin complementation, luminescence. P35414. 330,000 tested, 0.32% active. AID 2521. inhibition, % at 20 µM;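 active = inhibition above about 40% at 20 µM, limit read from the data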;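 note: cells challenged with 10 nM apelin-13 agonist together with compound; plate controls were apelin-13 plus DMSO wells for no effect and DMSO wells lacking apelin-13 for full effect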
Target sequence (P35414 whole entry, looked up): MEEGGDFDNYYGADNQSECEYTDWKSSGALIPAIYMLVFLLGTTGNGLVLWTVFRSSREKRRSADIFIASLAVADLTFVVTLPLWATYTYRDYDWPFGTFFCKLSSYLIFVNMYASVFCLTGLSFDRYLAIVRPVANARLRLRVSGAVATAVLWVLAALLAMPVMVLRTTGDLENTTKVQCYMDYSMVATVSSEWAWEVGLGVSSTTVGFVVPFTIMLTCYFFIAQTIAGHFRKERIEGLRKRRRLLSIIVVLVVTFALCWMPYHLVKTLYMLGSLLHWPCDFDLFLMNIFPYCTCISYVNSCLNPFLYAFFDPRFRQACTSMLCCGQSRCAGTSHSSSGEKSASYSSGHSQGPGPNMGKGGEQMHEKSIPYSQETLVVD
Mdm2 MdmX PPI = human Mdm2/MdmX binding inhibition | inhibition, % at 8 µM | SaOS-2 split-luciferase Mdm2/MdmX complementation, luminescence | AID 485346 | 330,000 tested, 3% active | O15151+Q00987;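 active = inhibition of at least 50% at 8 µM in the primary screen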
APJ agonist = agonists of human APJ apelin receptor; P35414; activation, % at 20 µM; 330,000 tested, 0.11% active; CHO-K1 APJ PathHunter beta-arrestin, luminescence; 0% DMSO wells, 100% apelin; AID 2520;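 active = activation more than six SD over the plate average, tested at 20 µM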;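 note: 0% = DMSO alone and 100% = apelin-13 at 10 nM; some results filed as inactive read as strong as hits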
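Test system – PathHunter CHO-K1 APJ (AGTRL-1) beta-arrestin reporter cells · Input – 1000 cells/well · Compound – single test compound dose, 20 µM final, 1% DMSO · Times – compound stimulation 90 min at 25 °C, detection 60 min · Technique – beta-gal luminescence · Read-out basis – APJ–arrestin association signal · Control set – negative DMSO alone, positive Apelin-13 at 10 nM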
UPR CHOP act = apoptotic UPR (CHOP) activation; 330,000 tested, 0.34% active; CHO-CHOP luciferase reporter, luminescence; percent of tunicamycin response over DMSO baseline; activation, % at 10 µM;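 active = at 10 µM dose, activation of 40% or more, normalized to positive control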;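 note: 100% = tunicamycin at 10 µg/mL and 0% = DMSO alone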
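Assay system: CHO cells with stable CHOP pathway luciferase reporter; Buffer or medium: F12 plus 10% serum; Times: 16-18 h cell attachment, then 6 h compound exposure, 37 °C; Signal: luciferase luminescence; Read-out basis: percent activation relative to tunicamycin control; Control set: tunicamycin high control, DMSO low control.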
UPR XBP1 act = activators of adaptive arm of unfolded protein response (XBP1); CHO-XBP1 luciferase reporter, IRE1-XBP1 UPR activation, luminescence; percent of tunicamycin response, DMSO as zero; 330,000 tested, 0.33% active; AID 463104; activation, % at 20 µM;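 active = versus positive control, 20 µM dose yields 30% or more activation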;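 note: 100% = tunicamycin at 10 µg/mL and 0% = DMSO only wells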
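assay system = CHO-XBP1 luciferase reporter cells | amount = 1000 cells/well | buffer or medium = F12 plus 10% FBS | compound dosing = single point, 20 µM final compound, 1% DMSO | incubation = 16-18 h cell attachment at 37 °C, then 6 h compound exposure | detection = Steady-Glo luminescence read | controls = tunicamycin 10 µg/mL and vehicle-only wells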
Active calls of the source: *.

SMILES | 697 NFkB inh | tim23-1 inh | Jurkat NFkB inh | APJ antag | Mdm2 MdmX PPI | APJ agonist | UPR CHOP act | UPR XBP1 act
c1coc(Cn2nnnc2CN2CCN(C3CCCC3)CC2)c1 | -6 | -11 | 1 | 21 | 0 | 2 | 0.1 | 1
CCN(CC)CCOCCOc1cc(C)c(Cl)c(C)c1 | -33 | 2 | -8 | -2 | 0 | -2 | -0.4 | -3
CCN(CC)C(=O)C(=O)Nc1cccc(Br)c1 | -35 | 0 | -33 | 4 | -24 | -3 | 0.9 | 2
CCOC(=O)C1CCCN(C(=O)/C=C/c2ccc([N+](=O)[O-])cc2)C1 (stereo not drawn) | -14 | 4 | -4 | -4 | -16 | 0 | -1.3 | 0
Cc1nn2cc(-c3ccc(Cl)cc3)cnc2c1Br | -227 | -2 | -147 | 0 | -7 | -1 | 2.9 | 5
O=C(Nc1cccc(F)c1)Nc1c[nH]c(=O)[nH]c1=O | 0 | 8 | -12 | 4 | -4 | -1 | 0.3 | -5
O=[N+]([O-])c1cc([N+](=O)[O-])c(Oc2ccc(F)cc2)cc1NN1CCCCC1 | -2 | 13 | 20 | 7 | -13 | 7 | 0.6 | 2
Cn1c(Sc2ccc(C(=O)O)cc2[N+](=O)[O-])nnc1-c1ccccc1 | 8 | -3 | -6 | -7 | -25 | -1 | 0.9 | -1
Cn1c(Cc2cccs2)n[nH]c1=S | 0 | 7 | -12 | 4 | 12 | 1 | -0.3 | 0
COc1cccc(CN2C(=O)C(C)N(C(=O)c3ccccc3)c3ccccc32)c1 (stereo not drawn) | -14 | 36 | 9 | 12 | 14 | -4 | 0.3 | -1
CCCCN(CC)CCCNC(=O)c1ccc(CS(=O)(=O)c2ccccc2C)o1 | 2 | -3 | -10 | 12 | -20 | -1 | -1.5 | -3
Cc1cc(Br)ccc1N=C1C(=O)Nc2ccccc21 | 1 | 32 | 16 | 18 | -19 | -6 | 0.0 | 1
COc1ccc(-c2cc(C(=O)Nc3ccc(S(=O)(=O)Nc4onc(C)c4C)cc3)c3ccccc3n2)cc1 | -10 | 15 | 0 | -14 | -6 | -2 | 1.1 | -3
O=C(O)c1nc2ccccc2nc1C(=O)O | -65 | -3 | -87 | 12 | -21 | -2 | 0.5 | 5
CCN(c1ccccc1)S(=O)(=O)c1ccc(C(=O)Nc2nnc(-c3ccco3)o2)cc1 | -37 | 14 | -16 | -8 | 42 | 2 | 9.9 | 3
CCOC(=O)N1CCN(S(=O)(=O)c2ccc(C(=O)Nc3nnc(CC)o3)cc2)CC1 | -24 | 0 | 11 | 11 | 8 | -2 | -0.4 | -2
O=C(Nc1ccc([N+](=O)[O-])c(NC(=O)C2CCCO2)c1)C1CCCO1 (stereo not drawn) | 8 | 10 | 6 | 3 | 2 | -3 | 1.0 | -5
FC(F)Oc1ccc(C2=Nn3c(nnc3-c3ccccc3Cl)SC2)cc1OCC1CC1 | -52 | 12 | 7 | 5 | -8 | -2 | -2.2 | 1
O=C(CSc1nncc2ccccc12)Nc1ccccc1 | -3 | 9 | 18 | -8 | 3 | -2 | -1.4 | -3
CCc1nc2ccccc2n1Cc1cc(=O)n2cc(C)ccc2n1 | -23 | 12 | -11 | -1 | -18 | -2 | -1.2 | 1
O=C(c1ccc2ccccc2n1)N1CCN(S(=O)(=O)c2ccccc2)CC1 | 15 | 29 | 19 | 6 | 6 | -3 | 0.0 | 2
COC(=O)c1ccc(C(=O)OC)c(NC(=O)Oc2ccccc2)c1 | 13 | 13 | -4 | -4 | 11 | 1 | -0.3 | 1
CCC1=NN2C(=N)/C(=C\c3cccn3-c3ccc(C)cc3C)C(=O)N=C2S1 | 6 | 41 | 11 | 16 | 1 | -4 | 0.0 | 3
O=C(Nc1ccc(F)c(F)c1)c1ccco1 | -7 | 8 | -7 | 3 | -25 | -3 | 2.5 | 1
Cc1[nH]c2c(C)cccc2c1CCNS(=O)(=O)c1cccc([N+](=O)[O-])c1 | -4 | 45 | -1 | 15 | 14 | 0 | -0.1 | -4
NC(=O)c1nn(-c2ccccc2)nc1N | 3 | 8 | -21 | 5 | -10 | 2 | -0.5 | -1
CC(C)COC(=O)Cc1c(O)c2ccccc2[nH]c1=O | -15 | -1 | 7 | -7 | 1 | -5 | -1.4 | 1
O=C(Nc1cc(Cl)ccc1Oc1ccccc1)C1=COCCO1 | -31 | 25 | -9 | 8 | 24 | 9 | -0.6 | 0
CC(=O)C1=C(C)NC(C)=C(C(C)=O)C1c1cn(-c2ccccc2)nc1-c1cccs1 | 15 | 29 | 12 | 9 | 13 | 2 | 1.8 | 3
CON(C)S(=O)(=O)NC(=O)C1=C(N2CCCC2)COC1=O | 11 | 9 | 10 | 2 | -16 | -2 | 1.7 | -2
O=C(O)C1CCCN1C(=O)NC1CCCCC1 (stereo not drawn) | -4 | -7 | -12 | -9 | 7 | -5 | -1.5 | -4
Cc1cc(C)c2c(=O)[nH]c(SCC(=O)Nc3ccccc3)nc2n1 | -2 | 8 | -2 | -7 | 10 | 2 | 0.0 | -1
COc1cccc(NC(=O)/C=C/c2ccc([N+](=O)[O-])cc2)c1 | -14 | 10 | -14 | -10 | -21 | 0 | 4.3 | 3
CCN(C(=O)c1ccnn1C)c1ccccc1 | 15 | -8 | 2 | 13 | -17 | -3 | -0.8 | -3
CC(=O)c1c(C)[nH]c(C(=O)OCC(=O)Nc2ncc(Cl)c(C)c2Cl)c1C | 6 | -4 | 8 | 11 | -2 | -1 | -0.9 | -2
COc1ccc2c(c1)CCC/C2=N\Nc1nc(C(=O)NN)cs1 | 3 | 28 | -11 | -33 | 10 | 10 | 0.2 | -1
COc1ccc(CC(=O)NNC(=O)CSc2nnc(C)n2-c2ccccc2)cc1 | 1 | 5 | 7 | -3 | -29 | -1 | 3.1 | -2
O=C(CNS(=O)(=O)c1ccccc1)OCC(=O)c1ccc([N+](=O)[O-])cc1 | 10 | 7 | 2 | -31 | 2 | 4 | 2.6 | -2
Cc1cccc(NC(=O)CSCC(=O)N2CCN(C(=O)c3ccco3)CC2)c1 | 9 | -1 | 17 | 6 | 13 | -4 | -0.6 | -2
Cn1cc([C@@H]2C[C@H]3CN(C4CCCC4)C(=O)[C@]34CCCN24)c(-c2ccccc2)n1 | 12 | 8 | -4 | -9 | 3 | -1 | 2.1 | -1
Cc1ccc2oc(=O)cc(CN3CCN(C/C=C/c4ccccc4)CC3)c2c1 | 0 | -6 | -1 | 19 | 20 | -5 | 1.4 | 1
CCCC(=O)Nc1ccc(NC(=O)c2ccco2)cn1 | -9 | 9 | -19 | -11 | -14 | 1 | 2.3 | -1
O=C(NCCc1ccccc1)N1c2ccccc2Sc2ccccc21 | 21 | 6 | -1 | -2 | 17 | -7 | -1.1 | -4
Cc1ccc(CNC(=O)c2ccc(N3CCC4(CC3)CC(c3ccccc3)=NO4)c(NC(=O)c3c(Cl)cccc3Cl)c2)cc1 | 16 | 5 | -12 | -3 | 14 | -4 | 6.1 | -1
O=C(NCc1ccccc1)C1CCC(=O)N(CCN2CCOCC2)C1 (stereo not drawn) | 17 | -17 | 0 | 11 | 19 | 0 | -1.5 | -1
CCOC(=O)C1CCN(C(=O)CCCn2nc(C)c3c(C)n(-c4ccc(C)cc4)nc3c2=O)CC1 | -2 | 24 | 15 | 6 | 11 | -7 | 2.0 | -5
O=C(CN1C(=O)c2cccc3cccc1c23)N1CCc2ccccc2C1 | -3 | 9 | -10 | 4 | -22 | 0 | -0.8 | -3
COC(=O)C1=C[C@@H](C(=O)OC)C2C3=C(C(=O)C24CCCCC4)[C@H](C)n2c(=O)n(-c4ccccc4)c(=O)n2[C@@H]3C1 (stereo partly drawn) | 38* | 22 | 6 | -12 | -3 | 5 | 0.7 | -1
COc1ccc2nc(NC(=O)CCNC(=O)c3ccco3)sc2c1 | -74 | 8 | -79 | -8 | -9 | 0 | 4.1 | 2
CCC(SC1=Nc2ccccc2C2=NC(CC(C)C)C(=O)N12)C(=O)Nc1ccc2c(c1)OCO2 (stereo not drawn) | -11 | 25 | -17 | -12 | 26 | -8 | -1.6 | 0
Cc1ccc2nc(-c3ccccc3)cc(C(=O)N3CCN(c4ccccc4O)CC3)c2c1 | 8 | 44 | 13 | -2 | 44 | 0 | 1.8 | -4
CSc1nnc(NC(=O)CCc2ccccc2)s1 | 13 | -4 | -6 | -4 | -11 | -1 | -0.5 | 3
COc1cc(/C=C(/C(=O)O)c2ccc(-c3ccccc3)cc2)cc(OC)c1OC | 5 | 16 | 7 | 22 | 19 | -3 | 2.1 | 1
CCOc1cc(/C=C2/SC(=S)N(CC(=O)O)C2=O)ccc1OC(=O)c1cccs1 | 3 | 22 | 11 | -1 | -16 | -2 | 0.1 | -2
O=S(=O)(Cc1ccc(Cl)cc1)c1ncc(CO)n1Cc1ccccc1 | -12 | 9 | 0 | -1 | 22 | -2 | -0.8 | -5
COc1ccc(-n2c(SCC(=O)NCCC(C)C)nc3ccsc3c2=O)cc1 | -11 | 1 | 0 | 10 | 16 | -1 | -1.3 | -1
CC(C)[C@H](NC(=O)C1CCN(S(=O)(=O)c2ccc(F)cc2)CC1)C(=O)NCc1ccncc1 | 4 | 10 | 7 | 4 | 15 | 11 | -0.3 | -3
COc1cccc(-c2cc(C(=O)NCc3ccco3)c3ccccc3n2)c1 | 16 | 15 | -3 | 20 | 26 | -2 | 0.8 | -5
COc1ccc(Cl)cc1C(=O)OCC(=O)NCCNC(=O)COC(=O)c1cc(Cl)ccc1OC | 7 | 14 | -9 | 1 | 2 | 4 | -0.3 | 1
CC1(c2nnc(-c3cccc(Cl)c3)o2)CC(c2cccc([N+](=O)[O-])c2)=NO1 (stereo not drawn) | 2 | 8 | -12 | -104 | -11 | 4 | -0.9 | 2
The list goes on.
SMILES | 697 NFkB inh | tim23-1 inh | Jurkat NFkB inh | APJ antag | Mdm2 MdmX PPI | APJ agonist | UPR CHOP act | UPR XBP1 act
CCc1ccc2[nH]c(C(=O)Nc3ccc4c(c3)OCO4)cc2c1 | -13 | 6 | -27 | -15 | -2 | 1 | 5.0 | 1
COC(=O)c1ccc(COC(=O)CNC(=O)C2CCCCC2)cc1 | -2 | 10 | -6 | 6 | 12 | -3 | 0.1 | -1
Cc1ccc(NC(=S)NC2CCCC2)cc1 | -12 | 6 | -29 | -18 | -16 | -3 | -2.2 | 6
Cc1ccc(OCc2nc(-c3ccccn3)n[nH]2)cc1 | -25 | 22 | -17 | 13 | 0 | -4 | 5.1 | 1
CC(c1ccon1)N(C)C(=O)c1ccc(OC2CCN(C(=O)C3CC3)CC2)cc1 (stereo not drawn) | 11 | 11 | 7 | 10 | 8 | 3 | 0.5 | -1
